KB-3-1 tox: qHTS assay for MDR1-selective chemotherapeutics: Primary screen using the parental adenocarcinoma cell KB-3-1 | actives 1.4% (n = 400,000) | KB-3-1 viability, CellTiter-Glo ATP luminescence, 72 h | Potency, µM (titrated, usually from 46.1 µM), without a hit: at the top dose activity change, negative = cytotoxic, most hits filed as cytotoxic; also: % is scaled to controls: 0 for no effect and ±100 for the full control effect; nearly all actives have a fitted effect of over 60% in size
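Screening of KB-3-1 cells (DMEM, 10% FBS, phenol-red free) ran from lowest to highest compound concentration; after 72 h at 37 °C viability was read luminescently and curves fitted.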
KB-V1 MDR tox: qHTS assay for MDR1-selective chemotherapeutics: Primary screen using the drug-selected MDR subline cells KB-V1. KB-V1 MDR cells viability, CellTiter-Glo, 72 h. Potency, µM (highest dose often 46.1 µM), for inactives: top-dose activity change, negative = cytotoxicity, hits mostly cytotoxic. actives 3.4% (n = 400,000). AID 1347076, 2019; also: % is scaled to controls: 0 for no effect and ±100 for the full control effect; nearly all actives have a fitted effect of over 60% in size
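Readout: CellTiter-Glo luminescence, 10 min after addition. Cells: KB-V1 MDR subline, 72 h at 37 degrees C with compound. Analysis: corrected, normalized data fitted to concentration-effect curves.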
GLP1R ag: qHTS of GLP-1 Receptor Agonists; Glucagon-like peptide 1 receptor (Homo sapiens), P43220; HEK293 GLP-1R CRE-luciferase, luminescence, 4-6 h; cells express a hypersensitive GLP-1R form; Potency, µM (titrated, usually from 45.6 µM), without a hit: at the highest dose activation, usual class: activators; actives 0.007% (n = 380,000); also: % of control where 0% means no effect
Target sequence (P43220 whole entry, looked up): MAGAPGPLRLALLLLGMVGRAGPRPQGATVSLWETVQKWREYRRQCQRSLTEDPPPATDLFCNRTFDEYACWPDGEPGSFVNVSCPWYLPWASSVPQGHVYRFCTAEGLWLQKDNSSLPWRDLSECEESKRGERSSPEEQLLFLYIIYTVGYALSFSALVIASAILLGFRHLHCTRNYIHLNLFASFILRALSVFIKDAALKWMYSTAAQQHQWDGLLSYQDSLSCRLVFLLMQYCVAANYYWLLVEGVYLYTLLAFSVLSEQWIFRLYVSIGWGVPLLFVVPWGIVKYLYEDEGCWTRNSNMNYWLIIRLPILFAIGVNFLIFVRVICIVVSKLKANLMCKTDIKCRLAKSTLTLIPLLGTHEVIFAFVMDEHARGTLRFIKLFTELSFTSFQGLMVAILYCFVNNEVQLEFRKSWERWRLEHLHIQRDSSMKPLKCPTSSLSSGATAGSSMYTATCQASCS
HT1080 IDH1KD tx: qHTS for induction of synthetic lethality in tumor cells producing 2HG: qHTS for the HT-1080-IDH1KD cell line | HT-1080 IDH1 knockdown viability, ATP luminescence, 48 h | Potency, µM (top dose mostly 46.1 µM), inactives show at the top dose activity, negative = toxicity, usual class: cytotoxic | actives 2% (n = 360,000);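 also: 0% = DMSO wells and -100% = cell-free medium wells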
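CellTiter-Glo luminescence after 48 h compound exposure at 37 degrees C of IDH1-knockdown HT-1080 cells in 5% FBS RPMI. %Activity scaled between DMSO wells and cell-free media wells, with curves fitted and assigned curve classes.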
SW480 rereplic: A quantitative high throughput screen for small molecules that induce DNA re-replication in SW480 colon adenocarcinoma cells. SW480 DNA re-replication, Hoechst DNA content imaging, 48 h. Potency, µM (doses to about 46.1 µM), without a hit: at the highest dose re-replication activation, hits mostly activators. actives 1.8% (n = 340,000). AID 624297, 2012; also: % of control where 0% means no effect; nearly all actives have a fitted effect of over 55% in size
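First, 250 cells per well were seeded. Next, compound or vehicle (23 nL) was pinned in, plates sat 48 hr at 37 C. Finally Hoechst was added for 40 min before fluorescence scanning.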
GLP1R cytotox: qHTS of GLP-1 Receptor Inverse Agonists: Cytotox Screen | HEK293 cAMP-luciferase reporter cells, luminescence, 24 h | Potency, µM (doses to about 38.3 µM), inactives show top-dose activity change, negative = inhibition, usual class: inhibitors | actives 0.13% (n = 410,000);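 also: loss of luciferase light is scored as toxicity; % is scaled to controls: 0 for no effect and ±100 for the full control effect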
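A 23 nL compound transfer followed 12 hours of cell culture at 37 deg C; exposure then lasted 24 hr. Luciferase assay detection reagent was dispensed and plates read for luminescence after a 12 min room-temperature wait.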
TDP43 rescue: qHTS of TDP-43 Inhibitors; TDP-43 expressing yeast growth rescue, BacTiter-Glo, 24 h; Potency, µM (series often up to 46.1 µM), without a hit: at the highest dose growth rescue (activation), most hits filed as activators; actives 1.8% (n = 410,000); AID 652104, 2013; also: % of control where 0% means no effect; nearly all actives have a fitted effect of over 50% in size
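Galactose-induced TDP-43 yeast, OD600=0.02, compound pinned; 24 hr, 30 deg C; BacTiter-Glo luminescence for growth. Inhibitors of TDP-43 toxicity read as activators.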
HT1080NT lethal: qHTS for induction of synthetic lethality in tumor cells producing 2HG: qHTS for the HT-1080-NT fibrosarcoma cell line; HT-1080-NT fibrosarcoma viability, CellTiter-Glo ATP luminescence, 48 h; Potency, µM (series often up to 46.1 µM), for inactives: at the top dose activity, negative = less viability, most hits filed as cytotoxic; actives 1.6% (n = 360,000); AID 686970, 2013;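 also: NT is the 2HG producing partner of a matched IDH1 knockdown line; 0% = DMSO-treated cells and -100% = media-only wells without cells; nearly all actives have a fitted effect of over 55% in size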
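Viability of the 2HG-overproducing fibrosarcoma line after 48 hours of compound exposure at 37 degrees C was determined by luminescence with CellTiter-Glo, and concentration-effect curves were then fitted and categorized.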
GLP-1R inv ag: qHTS of GLP-1 Receptor Inverse Agonists (Inhibition Mode); AID 624417, 2012; actives 1.6% (n = 410,000); HEK293 GLP-1R CRE-luciferase, luminescence, 24 h; GLP-1R form is constitutively active; Potency, µM (doses to about 38.3 µM), inactives show at the top dose activity change, negative = inhibition, most hits filed as inhibitors; Glucagon-like peptide 1 receptor (Homo sapiens), P43220; also: % is scaled to controls: 0 for no effect and ±100 for the full control effect; nearly all actives have a fitted effect of over 55% in size
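HEK293 cells stably co-expressing constitutively active GLP-1R and a cAMP-responsive luciferase reporter were seeded in DMEM with 10% Nu serum, given compounds after 12 h, and incubated 24 h at 37 deg C. Luminescence was then read.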
Active calls of the source: *; u = inconclusive; x = no result given; [ ] = remark or other dose. Calls follow the shape of the dose curve; as a rule, active = well fitted curve in the direction sought with a large enough effect; inconclusive = small, poorly fitted or top-dose-only effect, or another doubt; inactive = no such curve, though single readings can be large; an effect the other way counts as inactive or inconclusive. Potency is read from the fitted curve at half-maximal effect. No enrichment for hits; about 9.4% have a hit in one of these screens.

cpd	molecule	TDP43 rescue	GLP-1R inv ag	HT1080NT lethal	GLP1R ag	SW480 rereplic	GLP1R cytotox	HT1080 IDH1KD tx	KB-3-1 tox	KB-V1 MDR tox
1	O=C(CCC1(C(=O)O)CCC(=O)NC1)NCc1ccccc1 (stereo not given)	-10%	5%	12%	-9%	5%	-1%	-1%	12%	-5%
2	CCn1c(O)c(N=Nc2ccc3ccccc3n2)c2ccccc21	22%	7%	12%	20%	-1%	-3%	21%	-19%	-1%
3	CCOC(=O)C1(Cc2cccc(F)c2)CCN(CCCn2cccn2)CC1	-1%	u	10%	-2%	4%	-12%	13%	5%	-1%
4	Cc1cc(Sc2nc(NC(C)C)nc(NC(C)C)n2)nc(Cl)n1	-26%	5%	-29%	u	2%	15%	-26%	1%	0%
5	CCC(CC)C(=O)Nc1c2c(nn1-c1ccc(C)cc1)CS(=O)(=O)C2	1%	32%[activator]	-3%	22%	-6%	12%	20%	11%	u
6	Cc1ccc(CN2CC34C=CC(O3)C(C(=O)NCc3ccc5c(c3)OCO5)C4C2=O)cc1 (stereo not given)	u	-13%	-2%	-1%	-1%	-12%	3%	7%	0%
7	O=C(CNC(=O)Cn1ccc2ccccc2c1=O)NCCCN1CCCCCC1	-5%	5%	7%	-5%	0%	-6%	-1%	12%	31%
8	CC(C)(C)C(=O)Nc1ccc(-c2nc3ccccc3s2)cc1	9%	-75%	x	x	x	-4%	x	-17%	2%
9	CCN(CC)S(=O)(=O)c1cccc(NC(=O)COC(=O)c2cc(=O)c3ccccc3o2)c1	9%	11%	6%	-7%	-37%	5%	-3%	12%	-4%
10	COc1cc(OC)cc(C(=O)NCC(=O)OC2CCOC2=O)c1 (stereo not given)	7%	7%	12%	8%	4%	-9%	13%	6%	3%
11	O=C(COn1nnc2ccc(S(=O)(=O)N3CCOCC3)cc21)NCCc1ccccc1	13%	20%	2%	1%	2%	15%	-2%	25%	u
12	CC(CN1CCOCC1)OC(=O)C(C)(c1ccccc1)c1ccccc1 (stereo not given)	11%	u	9%	9%	-8%	58%[activator]	-8%	-3%	-14%
13	COc1cc(C(=O)NCC(=O)NCCN2C(=O)S/C(=C\c3ccccc3Cl)C2=O)cc(OC)c1OC	18%	-20%	-2%	6%	-3%	5%	-9%	u	-11%
14	Cc1ccc(OCc2cc(C(=O)N(C)Cc3cnn(C)c3)no2)cc1C	15%	13%	6%	8%	x	5%	0%	-1%	6%
15	COCCCNC(=S)NNC(=O)C1CC1c1ccc(C(C)(C)C)cc1 (stereo not given)	21%	u	-14%	10%	0%	-2%	-11%	u	-10%

Laid out differently: results already given
1) O=C(CCC1(C(=O)O)CCC(=O)NC1)NCc1ccccc1 (stereo not given)
2) CCn1c(O)c(N=Nc2ccc3ccccc3n2)c2ccccc21
Assay by compound | 1 | 2
TDP43 rescue | -10% | 22%
GLP-1R inv ag | 5% | 7%
HT1080NT lethal | 12% | 12%
GLP1R ag | -9% | 20%
SW480 rereplic | 5% | -1%
GLP1R cytotox | -1% | -3%
HT1080 IDH1KD tx | -1% | 21%
KB-3-1 tox | 12% | -19%
KB-V1 MDR tox | -5% | -1%

Next entries follow:
cpd	molecule	TDP43 rescue	GLP-1R inv ag	HT1080NT lethal	GLP1R ag	SW480 rereplic	GLP1R cytotox	HT1080 IDH1KD tx	KB-3-1 tox	KB-V1 MDR tox
16	CCOC(=O)c1c(CN2CCN(C)CC2)n(C)c2cc(Br)c(OC)cc12	-10%	0%	u	12%	u	u	u	u	u
17	O=C1NC[C@H](Cc2ccc(O)cc2)N(C[C@@H]2CCCN2C[C@H](Cc2ccccc2)N2C[C@H](Cc3ccc(O)cc3)N(CCc3ccccc3)C(=O)C2=O)C1=O	3%	-23%	-17%	2%	x	-4%	-16%	-1%	-6%
18	COc1ccc(CC(N)c2csc(NC(=O)Nc3ccccc3C(C)C)n2)cc1 (stereo not given)	10%	-14%	u	2%	x	0%	u	u	-44%
19	CCOc1ccc(C(=O)Nc2cc3c(cc2N2CCCC2)n(CC)c(=O)n3CC)cc1OCC	-2%	77%[activator]	-18%	-4%	25%	0%	-21%	-11%	13%
20	O=C(NCc1ccc(F)cc1)C(c1ccccc1)N(C(=O)c1csnn1)C1CCCC1 (stereo not given)	8%	-27%	-6%	8%	-4%	8%	-1%	-3%	u
21	COC(=O)C(N)Cc1ccc(OC)c([N+](=O)[O-])c1 (stereo not given)	17%	12%	17%	1%	-10%	-7%	6%	-1%	19%
22	O=C(c1ccccc1-c1nc(-c2ccc(F)cc2)no1)N1CCCC1	5%	u	-6%	-3%	-4%	-12%	-1%	7%	u
23	O=C(CN1C(=O)NC2NC(=O)NC21)N/N=C/c1ccc(F)cc1 (stereo not given)	12%	4%	7%	-2%	-12%	7%	-3%	-6%	u
24	Cc1nc2ccccc2n1CCc1nc2c3ccccc3nc(SCc3ccccc3F)n2n1	21%	3%	x	x	x	-3%	x	-1%	22%
25	c1ccc(C(Cc2nc(-c3ccccn3)no2)c2ccccc2)cc1	u	10µM*	-10%	-8%	0%[9.22 µM]	1%	-5%	4%	0%
26	O=C(COC(=O)CCOc1ccccc1)NCc1ccco1	-13%	-1%	3%	-3%	-3%	0%	2%	0%	1%
27	O=C(/C=N/O)NCCCN1CCCCCC1	-8%	9%	0%	-1%	-3%	u	27%	5%	-8%
28	Cc1ccccc1NC(=O)NCCCN1CCCC1=O	14%	8%	14%	3%	-8%	-5%	19%	9%	16%
29	Cc1c(NC(=O)COC(=O)c2cc3c4ccccc4n(C)c3s2)c(=O)n(-c2ccccc2)n1C	-15%	-27%	-12%	-3%	2%	16%	-1%	-1%	3%
30	CCn1c(COc2ccc(Cl)cc2)nnc1SCC(=O)Nc1ccc2c(c1)OCCO2	3%	-3%	-24%	0%	-4%[9.22 µM]	-4%	-3%	-2%	-20%

Quoted from the listing.
Cc1c(NC(=O)COC(=O)c2cc3c4ccccc4n(C)c3s2)c(=O)n(-c2ccccc2)n1C | SW480 rereplic = 2%
O=C(/C=N/O)NCCCN1CCCCCC1 | SW480 rereplic = -3%

Next part
cpd	molecule	TDP43 rescue	GLP-1R inv ag	HT1080NT lethal	GLP1R ag	SW480 rereplic	GLP1R cytotox	HT1080 IDH1KD tx	KB-3-1 tox	KB-V1 MDR tox
31	O=C1C(=O)N(CCCn2ccnc2)C(c2ccc(Cl)cc2)/C1=C(\O)c1ccc2c(c1)OCCO2 (stereo not given)	-5%	17%	-4%	-1%	8%	3%	0%	0%	-25%
32	CCCCOc1ccc(C(=O)Nc2cccc(-c3nc4ccccc4o3)c2C)cc1	4%	8%	x	1%	x	3%	x	2%	-1%
33	COc1ccc(CN2C(=O)CCCC2(C)c2nc3ccccc3[nH]2)cc1 (stereo not given)	16%	12%	20%	0%	x	1%	9%	u	u
34	COc1ccc(-c2nc3c(C)cc(Br)cn3c2Cc2ccsc2)cc1OC	10%	-19%	u	33%	x	-1%	u	-1%	-3%
35	Cc1n[nH]c(C)c1CCN(C)Cc1cn(C)nc1-c1ccc2c(c1)OCCO2	-2%	15%	5%	-4%	2%	5%	14%	8%	u
36	CCCN1CCN(C(=O)Cn2cccc2C(=O)c2ccccc2)CC1	1%	5%	17%	-2%	-13%	-14%	16%	1%	-5%
37	O=C(NCc1cccs1)C1CCCN(c2nc3ccccc3o2)C1 (stereo not given)	1%	-2%	u	7%	8%	8%	15%	-11%	-20%
38	CN(C(=O)COC(=O)c1ccc(S(=O)(=O)N2CCOCC2)cc1)C1CCCCC1	-3%	43%[activator]	8%	1%	-1%	4%	13%	-2%	-2%
39	COC(=O)[C@H](Cc1ccccc1)NC(=O)O[C@H]1C(=O)c2ccc(OC)cc2O[C@@H]1c1ccc2c(c1)OCO2	6%	14%	0%	-3%	-1%	12%	-15%	-4%	0%
40	CC(NC(=O)CCC(=O)NCc1ccc(F)cc1)c1ccccc1 (stereo not given)	3%	6%	0%	-1%	43%	-23%	2%	19%	2%
41	O=C(COc1ccc(Cl)cc1Cl)N/N=C1\CCCc2ccccc21	12%	-29%	7%	-4%	2%	-9%	4%	u	-18%
42	C=CCNC(=O)CC12CC3CC(C1)CC(CC(=O)NCC=C)(C3)C2	10%	19%	8%	5%	-2%	7%	11%	14%	-4%
43	N#Cc1ccccc1COC(=O)c1ccc2c(c1)OCCO2	u	u	21%	u	u	-24%	2%	-1%	16%
44	CCOC(=O)C1CCCN(C(=O)c2ccc(C)c(NC(=O)c3nsc4ccccc34)c2)C1 (stereo not given)	u	-6%	x	x	x	-2%	x	-3%	9%
45	COc1ccc(CN2C(=O)NC3(CCOc4ccccc43)C2=O)cc1F (stereo not given)	16%	-26%	0%	9%	-1%	-1%	0%	-23%	u
46	COc1cc(OC)nc(Oc2ccccc2/C=N/O)n1	4%	15%	1%	-8%	1%	1%	7%	1%	0%
47	CC(C)CN(C(=O)CN(C)CC(=O)Nc1ccc(Cl)c(C(F)(F)F)c1)c1c(N)n(CC(C)C)c(=O)[nH]c1=O	-13%	-16%	-8%	7%	19%	-17%	-8%	-7%	-4%
48	CC1=NNC(=O)C1CCC(=O)N/N=C\c1ccc(Cl)c(Cl)c1 (stereo not given)	-29%	-13%	4%	5%	u	-3%	-3%	23%	4%
49	O=C(c1cc2ccccc2oc1=O)N1CCN(c2ccc(Cl)cc2)CC1	9%	0%	x	x	x	-4%	x	-12%	2%
50	CCN(CC)S(=O)(=O)c1ccc(N2CCOCC2)c(NC(=O)Cc2ccccc2F)c1	0%	-29%	3%	13%	-3%	-4%	2%	2%	-10%
51	O=C1C(Cl)=C(N2CCCCC2)C(=O)N1c1ccccc1	-16%	5%	15%	-14%	-2%	-8%	3%	2%	0%

From PubChem BioAssay
